CSM14.1 death rescue – rescue of cells from ER stress-induced death, primary screen, 384-well, CSM14.1, thapsigargin, ATP luminescence (AID 1222); 190,000 tested, under 10 active; CSM14.1 thapsigargin-induced death rescue, ATP luminescence; higher % means a stronger effect; cellular ATP content (survival), % at 20 µM, or EC50 in µM where a hit was titrated;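 active means EC50 below 50 µM in the dose-response confirmation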;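 further: death triggered by thapsigargin at about 15 µM added after 2 h compound pretreatment; cell ATP read after overnight thapsigargin exposure of roughly 18 to 22 hours; normalized against plate controls of thapsigargin alone and 5% DMSO vehicle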
Yfh1-depleted yeast – enhancers of respiration in Yfh1-depleted yeast, dose response, Friedreich's ataxia, plus single-dose screen (AID 1465) | S. cerevisiae Yfh1-off respiration, WST-1 reduction, 72 h; higher fold induction means a stronger effect | one-dose fold induction at 50 µM; EC50 in µM for titrated hits | hit rate 0.074% among 220,000;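 active means fold induction of absorbance versus untreated yeast above a set limit, then at least 30% activation at any dose in follow-up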;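 further: activators that raise dye reduction in frataxin-depleted yeast; strong numbers were not always called active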
NOD1 inhibition – NOD1 signaling inhibitors, primary screen, cell-based, luminescence, uHTS (AID 1578) | NOD1-driven NF-kB luciferase reporter cells, luminescence; higher % means a stronger effect | hit rate 1% among 290,000 | one-dose inhibition, % at 4 µM; EC50 in µM for titrated hits; in the data active means inhibition mostly above about 36%, no sharp cut-off; inactive means mostly below about 34%;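 further: HEK-293T reporter cells stimulated with the NOD1 agonist gamma-tri-DAP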
NTR1 ag – agonists of NTR1, primary screen, imaging, U2OS cells, beta-arrestin-GFP, high content (AID 493036) | activation, % at 20 µM | NTR1-U2OS beta-arrestin-GFP spot imaging, agonist mode | Neurotensin receptor type 1 (Homo sapiens), P30989 | hit rate 0.17% among 330,000;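 active means activation at or above 40% of the spot to cytoplasm intensity ratio, with at least 20 cells analyzed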;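 further: 0% = DMSO without peptide and 100% = 100 nM NTR1 peptide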
Target sequence (P30989 whole entry, looked up): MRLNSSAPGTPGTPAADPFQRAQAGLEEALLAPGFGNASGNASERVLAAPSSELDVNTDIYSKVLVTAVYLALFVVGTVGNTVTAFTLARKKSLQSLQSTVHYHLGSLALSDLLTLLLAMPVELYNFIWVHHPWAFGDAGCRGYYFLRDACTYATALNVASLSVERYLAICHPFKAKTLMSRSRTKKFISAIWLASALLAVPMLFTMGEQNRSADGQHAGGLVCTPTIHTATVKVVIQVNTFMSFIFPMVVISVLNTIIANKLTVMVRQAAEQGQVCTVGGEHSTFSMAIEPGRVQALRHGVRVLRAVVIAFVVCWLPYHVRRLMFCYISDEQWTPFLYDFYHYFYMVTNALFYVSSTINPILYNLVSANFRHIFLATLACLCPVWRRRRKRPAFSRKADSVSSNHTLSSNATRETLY
NOD2 inhibition – NOD2 signaling inhibitors, cell-based, luminescence, uHTS, HEK293 (AID 1566); HEK293 NOD2/NF-kB luciferase reporter, luminescence; higher % means a stronger effect; inhibition, % at 4 µM, or EC50 in µM where a hit was titrated; hit rate 0.63% among 290,000; further: many of its hits are not listed in these tables
KOR beta-arrestin-1 – KOR agonists, beta-arrestin recruitment, primary screen, cell-based, luminescence, uHTS (AID 1777). hit rate 0.02% among 280,000. activation, % at 10 µM; hits with a dose series show EC50 in µM. KOR beta-arrestin recruitment, luminescence; higher % means a stronger effect. Kappa-type opioid receptor (Homo sapiens); in the data active means activation above about 50%, passing the limit was not always enough; further: a part of the inactive calls stands beside numbers as strong as those of hits
TNAP activation fold – human TNAP enzyme activators, primary screen, biochemical, luminescent, no phosphate acceptor, uHTS (AID 1001). hit rate 0.03% among 200,000. purified TNAP, luminescent activation assay, no phosphate acceptor; higher activation fold means a stronger effect. one-dose activation fold at 20 µM; EC50 in µM for titrated hits; in the data active means activation fold from about 3, or a potency from the dose series; inactive means the rest, 99 in 100 with activation fold below about 1.6; further: many of its hits are not listed in these tables
GPR55 activation – GPR55 agonists via beta-arrestin recruitment, primary screen, imaging, U2OS cells, beta-arrestin-GFP redistribution (AID 1961) | activation, % at 10 µM; hits with a dose series show EC50 in µM | G-protein coupled receptor 55 (Homo sapiens) | hit rate 0.048% among 290,000 | U2OS GPR55 beta-arrestin-GFP redistribution imaging; higher % means a stronger effect;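 active means activation above 40% with more than 50 cells counted in the well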;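 further: U2OS osteosarcoma cells stably expressing GPR55 and beta-arrestin-GFP; plate controls were DMSO negative control for no effect and LPI positive control for full effect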
KOR beta-arrestin-2 – KOR antagonists, beta-arrestin recruitment, cell-based, luminescence, uHTS (AID 1778); Kappa-type opioid receptor (Homo sapiens); KOR beta-arrestin recruitment, luminescence, antagonist mode; higher % means a stronger effect; inhibition, % at 10 µM; hits with a dose series show IC50 in µM; hit rate 0.091% among 290,000; further: strong numbers were not always called active
NTR1 ag cell count 20 µM – further read-out of NTR1 ag, marked with its call; cell count; measured here: cell count, cytotoxicity flag
* = called active by the depositor; i = inactive; . = no result given; [ ] = dose if it differs, or a comment. Unless noted, no stated cut-off is given here; in the data, active means inhibition above about 50%; inactive means the rest.

SMILES	CSM14.1 death rescue	Yfh1-depleted yeast	NOD1 inhibition	NTR1 ag	NTR1 ag cell count 20 µM	NOD2 inhibition	KOR beta-arrestin-1	TNAP activation fold	GPR55 activation	KOR beta-arrestin-2
COc1ccc(CC(NC(C)=O)C(=O)NC2CCN(S(=O)(=O)c3ccc(NC(C)=O)cc3)CC2)c(OC)c1 (stereo not drawn)	.	.	-20.4%	-0.4	45	2.0%	-0.3%	.	-0.2%	-50.4%
O=C(NCCNS(=O)(=O)c1ccccc1)c1cc(OCC(F)(F)F)ccc1OCC(F)(F)F	1.1%	i	-33.9%	0.9	77	-6.0%	1.5%	1	0.8%	-9.4%
CSCCC(NC(=O)c1cccc(S(=O)(=O)N2CCOCC2)c1)C(=O)Nc1cccc(C)c1 (stereo not drawn)	-2.2%	i	-19.1%	-0.5	53	2.7%	15.1%	1.1	-0.2%	-20.7%
NC(=O)c1nsc(C(=O)N(c2cccc(F)c2)C(C(=O)NCC2CCCO2)c2ccc3ncccc3c2)c1N (stereo not drawn)	.	.	-4.2%	0.2	57	10.4%	-0.3%	.	-0.1%	27.2%
COc1ccc(NC(=O)CCCC(=O)c2ccccc2)cc1OC	.	.	-2.6%	0.6	54	-5.4%	-3.3%	.	-0.2%	27.1%
CSC(=NC#N)N1CCN(c2ccccc2)CC1	-1.4%	i	-20.4%	0.7	80	7.6%	0.6%	1	-0.1%	-5.4%
O=C(CNC(=S)NC(=O)c1ccc(Cl)cc1)c1ccccc1	-1.7%	i	-20.6%	3.7	43	10.4%	22.4%	1.1	0.3%	-9.8%
Cn1c(CCNC(=O)c2ccco2)nc2cc(NC(=O)c3ccco3)ccc21	0.2%	i	-6.1%	-1.5	91	-10.3%	0.3%	0.9	0.4%	5.1%
N#CC1=C(N)C(C#N)(C#N)C(c2ccc[nH]2)C2CCCC=C12 (stereo not drawn)	-0.7%	i	52.9%	0.5	43	19.3%	3.3%	1.2	0.7%	-10.6%
CCOc1cc(C)ccc1OCc1nnc(SCC(=O)c2cccc([N+](=O)[O-])c2)n1CC	-1.0%	i	.	3.3	54	16.4%	-2.6%	1.1	-0.2%	7.7%
Cc1nnsc1C(=O)Nc1ccc(S(=O)(=O)N2CCCCC2)cc1	.	.	-37.5%	-0.3	50	-1.1%	0.5%	.	-0.2%	-46.4%
COc1cc(OC)cc(C(=O)Nc2nc3ccc(S(C)(=O)=O)cc3s2)c1	1.6%	i	-21.2%	1.9	81	-6.5%	-4.5%	1.1	-0.4%	-0.6%
CC(C)(C)N(Cc1ccccc1)C(=O)COC(=O)CCc1c[nH]c2ccccc12	-0.4%	i	-20.1%	5.9	58	-6.1%	2.0%	1.1	-0.2%	-0.8%
CCC(=O)N1CCc2cc(S(=O)(=O)CCC(=O)NCc3ccccc3OC)ccc21	.	.	-18.3%	0.1	65	9.5%	2.5%	.	-0.1%	5.4%
O=C(Nc1ccccc1N1CCCC1)c1ccc([N+](=O)[O-])cc1Cl	-1.8%	i	42.9%	-1.5	82	1.4%	8.2%	1	0.1%	-12.6%
O=S(=O)(NCCC1CC1(Cl)Cl)c1ccc(Cl)cc1 (stereo not drawn)	.	i	-10.5%	4.4	46	2.6%	-1.0%	.	-0.2%	23.3%
Cc1ccc(Nc2nc(N)nc(CCl)n2)cc1	.	i	.	1.2	50	.	3.3%	.	-0.3%	-33.1%
CCOC(=O)c1csc(NC(=O)c2ccc(S(=O)(=O)N3CCCC3)cc2)n1	-1.1%	i	10.0%	6.7	51	10.2%	1.4%	1.1	-0.2%	-10.5%
O=C(c1cccs1)c1coc2ccc(O)cc12	0.3%	i	-31.0%	-0.5	86	-20.4%	-1.9%	1.2	-0.1%	-23.9%
CCCCNC(=O)C1CC(c2ccccc2[N+](=O)[O-])=NO1 (stereo not drawn)	2.4%	i	-1.3%	1.6	89	12.6%	2.5%	1.1	0.0%	-16.1%
N#C/C(=C\c1cc(O)c(O)c(O)c1)C(N)=O	.	i	8.4%	-0.4	82	-9.5%	-1.4%	.	-0.3%	28.1%
COC(=O)c1sc2nc(CSc3ccc(Br)cc3)[nH]c(=O)c2c1C	.	i	-6.7%	13.2	61	-2.3%	12.0%	.	-0.2%	-8.9%
CC(C)[C@H](NC(=O)OC(C)(C)C)c1nnc(SCc2cccc(F)c2)o1	-1.5%	i	-28.5%	0.2	90	-1.4%	2.6%	1.1	-0.1%	13.6%
COc1cc(NC(=O)c2ccc3c(c2)C(=O)N(CCC(C)C)C3=O)c(C(=O)O)cc1OC	.	.	-26.4%	3.0	55	-8.3%	5.0%	.	-0.2%	-22.1%
O=C1NCCN(Cc2ccc(Cl)c(F)c2)C1CC(=O)N1CCCO1 (stereo not drawn)	1.3%	i	-20.5%	-0.1	90	-27.5%	.	1.1	-0.1%	-20.5%[20 µM]
CCOC(=O)c1c(C)[nH]c(C)c1C(=O)COC(=O)[C@@H](NC(=O)c1ccccc1OCC)C(C)C	-2.5%	i	3.0%	0.4	81	9.4%	-1.9%	1.1	0.2%	1.2%
Cc1cccc(-n2nc3c(c2NC(=O)c2ccco2)CS(=O)(=O)C3)c1C	1.2%	i	-12.5%	-0.7	63	-7.9%	-2.6%	1.2	-0.6%	-1.8%
COc1ccc(C(=O)c2sc(Nc3ccccc3)c(C(=O)Nc3ccc(OC)c(OC)c3)c2N)cc1	-2.6%	i	-21.6%	4.2	15	6.5%	2.0%	1.1	-0.1%	8.1%
COc1ccc(-n2cc(CN3CCCC3)c(-c3cccc(F)c3)n2)cc1	-1.3%	i	-54.4%	2.5	53	3.5%	7.4%	1.1	0.5%	-36.3%
CC(C)c1ccc(/C=C2\SC(=O)N(CC(=O)NC3CCS(=O)(=O)C3)C2=O)cc1 (stereo not drawn)	.	.	-23.4%	1.4	71	-28.1%	-3.1%	.	-0.1%	33.7%
N=c1c2c(ncn1Cc1ccco1)Oc1ccc3ccccc3c1C2c1ccccc1 (stereo not drawn)	1.2%	i	-3.2%	7.6	43	10.8%	6.9%	1	-0.3%	-70.0%
NC(=O)c1ccc(N2CCCCC2)c(N2C(=O)C3CC=CCC3C2=O)c1 (stereo not drawn)	-1.1%	i	10.5%	-1.3	66	-12.3%	2.7%	1.1	-0.2%	2.7%
CCC(NC(=O)Cn1cnc2c(=O)n(C)c(=O)n(C)c21)c1ccccc1 (stereo not drawn)	0.6%	i	-16.1%	0.0	68	4.8%	.	1.1	0.3%	.
O=C(NCC1CCCO1)c1ccccc1-c1nc(-c2ccc(F)cc2)no1 (stereo not drawn)	-1.4%	i	4.5%	-0.1	59	-15.2%	9.5%	1.1	-0.4%	-1.3%
Cc1cc(C)c2ccc(Cl)cc2n1	.	i	-1.2%	3.0	46	11.3%	1.0%	.	-0.3%	3.4%
O=S(=O)(c1ccc(Cl)cc1)N1CCN(Cc2ccc(O)c3ncccc23)CC1	1.1%	i	-26.8%	0.8	62	14.6%	3.0%	1.3	-0.5%	-8.7%
COc1ccc(N2CCN(C(=O)NCc3ccc(OC)c(OC)c3)CC2)cc1	.	.	9.7%	-1.7	49	-0.3%	1.1%	.	-0.1%	-4.1%
O=C(O)CCCCCn1c(SCC(=O)Nc2ccc(F)cc2)nc2ccsc2c1=O	-0.2%	i	-35.3%	0.3	51	8.0%	-4.9%	1.1	0.3%	7.2%
CN1/C(=C\C=C2\N=C(c3ccc(F)cc3)OC2=O)C(C)(C)c2ccccc21	-0.9%	i	-11.4%	-1.0	59	-5.3%	-2.6%	0.6	1.5%	-3.0%
Cc1cccc(-c2nc(C#N)c(NCc3ccco3)o2)c1	.	i	-3.4%	3.5	53	-95.9%	2.0%	.	-0.2%	4.2%
Cc1cccc(OCC(=O)NNC(=O)Nc2cccc(Cl)c2)c1C	-1.5%	i	-3.2%	-1.6	62	-1.0%	1.1%	1	-0.3%	9.2%
CCc1nc(N)c(C#N)c(-c2ccco2)c1C	-0.6%	i	-27.8%	0.4	85	-6.3%	1.2%	1	-0.2%	-14.6%
Cc1ccc(SCCC(=O)NCc2ccncc2)cc1	0.5%	i	-41.0%	1.5	32	7.0%	.	1.1	0.6%	-41.8%[20 µM]
O=C(COc1ccc(Cl)cc1Cl)c1ccc[nH]1	.	i	-13.9%	0.7	59	13.8%	1.0%	.	0.2%	15.3%
CC1(C(=O)N(Cc2ccccc2)Cc2ccccc2)CC1(Br)Br (stereo not drawn)	1.7%	i	-6.8%	8.4	79	-6.8%	-1.6%	1.1	-0.2%	14.4%
O=C(CC(Nc1ccc(Cl)cc1)C(=O)O)c1ccccc1 (stereo not drawn)	-4.1%	i	-8.6%	-0.6	56	20.4%	-5.7%	1.1	0.4%	-7.0%
CCCC(=O)Nc1ccc(N2CCCCC2)cc1	0.8%	i	-37.6%	2.4	43	-35.4%	4.4%	1	-0.1%	-49.1%
CC(Oc1ccc(-c2ccccc2)c(F)c1)c1ccn(S(=O)(=O)c2ccc(F)cc2)n1 (stereo not drawn)	1.3%	i	-36.2%	-1.9	92	-3.1%	-4.4%	1	-0.2%	22.7%
CCCCNC(=O)C(=O)Nc1cc2c3c(c1)CCC(=O)N3CCC2	.	.	-19.7%	3.9	70	8.9%	-1.3%	.	-0.2%	-8.3%
Cc1ccccc1S(=O)(=O)Cc1ccc(C(=O)NC(C)c2ccccc2)o1 (stereo not drawn)	.	.	32.5%	0.0	59	0.4%	2.7%	.	-0.2%	-61.3%
CCOc1cc(CNCCc2ccccc2)ccc1OCC(=O)NC(C)(C)C	-1.5%	i	-16.4%	-1.8	51	1.0%	-1.8%	1.1	0.0%	16.5%
COc1ccc(NC(=O)COc2cccc3c2CCN(Cc2cccnc2)C3=O)cc1	.	.	-24.4%	-0.3	75	-20.1%	-0.6%	.	0.3%	12.3%
COc1ccc(NC(=O)COC(=O)c2ccc([N+](=O)[O-])o2)cc1Cl	8.1%	i	-25.2%	3.3	41	4.6%	-3.1%	1.1	0.2%	-5.5%

Looked up by compound from above (3):
SMILES	CSM14.1 death rescue	Yfh1-depleted yeast	NOD1 inhibition	NTR1 ag	NTR1 ag cell count 20 µM	NOD2 inhibition	KOR beta-arrestin-1	TNAP activation fold	GPR55 activation	KOR beta-arrestin-2
Cc1ccc(Nc2nc(N)nc(CCl)n2)cc1	.	i	.	1.2	50	.	3.3%	.	-0.3%	-33.1%
O=S(=O)(NCCC1CC1(Cl)Cl)c1ccc(Cl)cc1 (stereo not drawn)	.	i	-10.5%	4.4	46	2.6%	-1.0%	.	-0.2%	23.3%
O=C(NCCNS(=O)(=O)c1ccccc1)c1cc(OCC(F)(F)F)ccc1OCC(F)(F)F	1.1%	i	-33.9%	0.9	77	-6.0%	1.5%	1	0.8%	-9.4%

Screening results: PubChem BioAssay, several laboratories

An excerpt. The share of hits here may be higher or lower than overall.
